# Assay outcomes: PubChem BioAssay, several laboratories
# DSG3 Ab inh: human desmoglein-3 autoantibody binding inhibition. AID 588358. 310,000 tested, 0.48% active. P32926. DSG3-coupled beads, scFv-anti-DSG3-GFP binding, flow cytometry; stronger effect = lower value. binding (percent of control), % at 10 µM;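 active = binding more than 3 SD below its plate's average and above zero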;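 note: hits lower antibody fragment binding to DSG3; some compounds called inactive have numbers as strong as hits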
# Wnt act: activates Wnt/beta-catenin signaling in a reporter cell assay. activation, % at 9.35 µM. activator, plate reader. 300,000 tested, 1.2% active; in the data active = activation above about 30%, passing the limit was not always enough;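 note: 0% = neutral control wells and 100% = positive control wells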
# Cardiac RTF inh: cardiac RTF calcium desensitization. P19429+P45379. IANBD-labeled cardiac RTF, Ca2+ fluorescence. inhibition, % at 7.15 µM. 340,000 tested, 0.12% active. AID 493244;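 active = inhibition above the mean inhibition of all tested compounds plus 3 SD, cut at about 17% in these data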;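 note: assay run at fixed EC70 calcium of 1.6 mM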
# V-ATPase pH: alters yeast V-ATPase proton transport. S. cerevisiae, pHLuorin cytosolic pH fluorescence. response, % at 10 µM. 350,000 tested, 0.37% active. AID 504577; in the data active = response mostly above about 7.3%, no sharp cut-off; inactive = mostly below about 5.4%; note: actives read high; inactives centre near 0; some compounds called inactive have numbers as strong as hits; reference of the scale not given here
# Keap1 Nrf2 FP: Keap1-Nrf2 (human) interaction inhibition; Q14145; Keap1 Kelch-Nrf2 peptide fluorescence polarization, 1536-well; inhibition, % at 9.4 µM; 340,000 tested, 0.15% active; in the data active = inhibition above about 12%;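 note: human Keap1 Kelch domain with fluorescein labeled Nrf2 9mer peptide probe; 0% = neutral control wells and 100% = peptide positive control; higher means more block of Keap1 binding to Nrf2 peptide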
# OPRM1-OPRD1 ag: OPRM1-OPRD1 heterodimerization agonism; P35372+P41143; cells, luminescence; activation, % at 9.3 µM; 340,000 tested, 0.3% active; AID 504326; in the data active = activation above about 18%;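 note: 0% = vehicle-treated cells and 100% = reference agonist; values of inactives mirror those of a sister screen read the other way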
# Target sequence (P35372 whole entry, looked up): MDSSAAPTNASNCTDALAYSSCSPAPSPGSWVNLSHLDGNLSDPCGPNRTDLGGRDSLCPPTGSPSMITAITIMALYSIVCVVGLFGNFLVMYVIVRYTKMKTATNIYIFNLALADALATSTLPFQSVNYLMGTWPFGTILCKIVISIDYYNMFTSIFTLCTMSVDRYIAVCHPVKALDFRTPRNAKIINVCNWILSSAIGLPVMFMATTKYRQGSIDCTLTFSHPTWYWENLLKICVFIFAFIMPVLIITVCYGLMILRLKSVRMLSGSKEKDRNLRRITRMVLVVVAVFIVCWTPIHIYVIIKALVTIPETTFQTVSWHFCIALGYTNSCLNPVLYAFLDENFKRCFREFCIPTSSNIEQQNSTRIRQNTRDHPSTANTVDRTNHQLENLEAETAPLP
# Target sequence (P41143 whole entry, looked up): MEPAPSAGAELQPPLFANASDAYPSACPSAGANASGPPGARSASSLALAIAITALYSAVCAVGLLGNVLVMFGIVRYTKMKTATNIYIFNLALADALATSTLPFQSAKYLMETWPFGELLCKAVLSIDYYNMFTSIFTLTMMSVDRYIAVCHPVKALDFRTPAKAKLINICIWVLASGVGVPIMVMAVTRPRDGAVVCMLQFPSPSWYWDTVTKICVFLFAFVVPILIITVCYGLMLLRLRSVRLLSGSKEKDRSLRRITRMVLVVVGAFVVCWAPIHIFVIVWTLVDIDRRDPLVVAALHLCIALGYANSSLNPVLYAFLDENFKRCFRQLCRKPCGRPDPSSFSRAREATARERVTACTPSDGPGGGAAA
# LANA DNA inh: inhibitors of KSHV LANA C-terminal domain DNA binding; MBP-C-LANA/FAM-LBS DNA binding, fluorescence polarization; inhibition, % at 9 µM; 340,000 tested, 0.078% active; AID 504423;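 active = highest replicate inhibition at or above 60% at 9 µM, even if other replicates fall short; inactive = all replicates below 60% inhibition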;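 note: 0% = neutral control wells and 100% = 4 µM acridine orange control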
# Arr AP2 block: human beta-arrestin and AP2 interaction inhibition | FITC-arrestin peptide / GST-AP2 beads, flow cytometry; AP2 beta2 appendage carries R879A mutation | 340,000 tested, 0.31% active | AID 504490 | inhibition, % at 10 µM;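 active = inhibition above a set limit, near 3 SD of compounds lacking own fluorescence, cut at about 54% in these data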;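 note: plate controls were DMSO wells for no effect and 5 µM unlabelled arrestin peptide for full effect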
#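 Material – GST-tagged AP2 beta2-adaptin appendage (R879A) on 4 µm glutathione beads · Probe or stimulus – fluorescein-tagged arrestin peptide at 50 nM final · Timing – 12 min plus 1 h, RT · Detection – bead flow cytometry, FITC channel · Read-out basis – inhibition as reduced fluorescein signal on beads, percent · Medium – PBS plus Tween 20 (0.05%) and BSA (0.1%)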
# MOR-DOR inv ag: mu-delta opioid heterodimer inverse agonism; P35372+P41143; cell-based MOR-DOR heterodimer luminescence; inhibition, % at 9.3 µM; 340,000 tested, 0.21% active; AID 504357; in the data active = inhibition above about 22%, passing the limit was not always enough;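 note: 0% = cells with DMSO and 100% = wells without cells with DMSO; values of inactives mirror those of a sister screen read the other way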
# cardiac RTF act: increases calcium sensitivity of human cardiac regulated thin filaments; P19429+P45379; IANBD-labeled TnC RTF fluorescence at EC20 calcium; 0% EC20 calcium, 100% full calcium; activation, % at 7.2 µM; 340,000 tested, 0.24% active; AID 493008;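 active = activation above the mean over all tested compounds plus 3 SD, cut at about 30% in these data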;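 note: rise in fluorescence read as greater calcium sensitivity of cardiac thin filaments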
# The depositor's hits bear a star; nt = no result given.
SMILES,DSG3 Ab inh,Wnt act,Cardiac RTF inh,V-ATPase pH,Keap1 Nrf2 FP,OPRM1-OPRD1 ag,LANA DNA inh,Arr AP2 block,MOR-DOR inv ag,cardiac RTF act
Cc1ccc(/C(O)=C2/C(=O)C(=O)N(c3ccccn3)C2c2ccc([N+](=O)[O-])cc2)cc1 (centres undefined),106,0,-4,0,1,-3.4,4.6,-3,18,-5
N#C/C(=C/c1ccc(N2CCCCC2)o1)C(=O)Nc1ccc(Cl)cc1,297,nt,-110,-1,-11,-0.5,0.5,7,3,41*
COCCCN=C1NN=C(c2cc(C)n(Cc3ccco3)c2C)CS1,104,nt,0,-2,-1,0.6,1.1,2,-5,-6
CC1(C(=O)NCCN2CCOCC2)C=CCN1C(=O)c1ccccc1 (centres undefined),111,28,-1,-3,-4,-2.5,0.0,4,14,2
CCOC(=O)C1=C(N)Oc2ccc3ccccc3c2C1c1cccnc1 (centres undefined),97,nt,-2,-3,-3,-0.1,-0.4,0,0,-4
Cc1nnc(SCC(=O)N2CCN(c3ccccc3)CC2)n1C1CC1,106,-2,-6,-4,1,-2.3,-0.7,20,9,-5
CC(C)c1nnc(NC(=O)CCS(=O)(=O)c2ccccc2)s1,91,-1,8,-6,0,-2.4,0.2,20,16,2
Cc1nnc(SCC(=O)c2c(N)n(C)c(=O)n(C)c2=O)[nH]c1=O,nt,-1,-9,1,2,-2.9,0.7,-2,12,2
CCNS(=O)(=O)c1ccc(OC)c(C)c1,84,-3,-5,5,-3,-1.3,-0.2,8,7,6
COC(=O)CNC(=O)CSc1ccccn1,97,1,0,0,2,-2.4,0.5,30,12,1
O=S(=O)(N/N=C1\CCCc2ccccc21)c1ccccc1,97,3,-3,-1,-5,1.8,-0.8,-2,-9,0
C(C#CCN1CCOCC1)#CCN1CCOCC1,95,-4,1,0,-2,-1.4,0.5,12,7,-7
Cc1c(CNCCCc2ccccc2)c(C(=O)O)c(C)n1Cc1ccccc1,98,-1,-8,0,2,-0.1,0.7,-11,1,-3
COc1ccc(-n2ccnc(SCC(=O)NC3CCCC3)c2=O)cc1,107,1,-3,-6,-4,-2.3,-0.5,6,12,0
Cc1noc(NS(=O)(=O)c2ccc(NC(=O)C34CC5CC(C3)CC(n3cnc(Cl)n3)(C5)C4)cc2)c1C,101,0,1,0,1,-1.8,-1.3,-6,9,0
O=C(Nc1ccccc1F)c1cc(-c2ccco2)nc2ccccc12,109,-2,-10,-2,-5,0.1,0.3,3,0,-2
COc1ccc(C(=O)COc2ccc(F)cc2)c(O)c1,99,0,-3,4,-3,-1.2,-9.0,52,7,2
CC(=O)c1ccc(NC(=O)C(C)OC(=O)c2cccc(-n3cnnn3)c2)cc1 (centres undefined),99,-2,-4,-1,0,-1.7,-1.2,11,11,-7
COC(=O)c1cc(COC(=O)CNC(=O)c2cccc(C)c2)oc1C,95,11,-2,0,-4,-2.6,-2.6,-9,11,0
Cc1cc(-c2nn(-c3ccccc3F)cc2CNCCc2cnccn2)c(C)s1,113,2,-7,1,-5,5.2,-1.2,14,-25,0
CCc1cc(N2CCOCC2)cc2c1[nH]c1ccccc12,121,-4,-11,-3,5,-0.6,-1.5,20,3,3
Cc1ccc(C)c(NC(=S)NNc2ccc(F)cc2F)c1,112,4,3,0,2,2.6,1.0,29,-15,5
Cc1cc(C(F)F)n2ncc(C(=O)NCCc3ccc(Cl)cc3)c2n1,nt,6,-2,-1,-3,3.2,-1.3,3,-19,3
CCC(=O)NC1(C(F)(F)F)C(=O)Nc2c1c(=O)n(C)c(=O)n2C (centres undefined),101,-3,-4,0,4,-2.8,-0.5,-2,14,-1
Clc1ccc2c(c1)c1cc(Cl)ccc1n2CN1CCOCC1,97,-2,-2,-2,0,4.7,0.6,16,-25,-1
Cc1ccc(N(C(=O)CS(=O)CC(=O)Nc2ccc(F)cc2)C(C(=O)NC2CCCCC2)c2ccco2)cc1 (centres undefined),106,-2,-11,6,2,-1.0,2.1,-3,5,1
CC1CCCC(C)N1CCCNC(=O)C(=O)Nc1ccc2nc3n(c(=O)c2c1)CCCCC3 (centres undefined),102,1,2,3,-7,-3.5,2.1,-2,17,3
Cc1ccc(NC(=O)CN2C(=O)NC3(CCCCC3C)C2=O)cc1S(=O)(=O)N1CCCCC1 (centres undefined),109,-1,0,-2,1,-0.9,-0.6,0,5,6
COc1ccc(/C=N/NC(=S)Nc2cc(C(F)(F)F)ccc2Cl)cc1,102,1,nt,0,nt,nt,nt,9,nt,nt
O=C(NCCN1CCOCC1)c1cc(Sc2cccc(Cl)c2)nc2ccccc12,98,nt,-5,-4,0,0.0,-0.6,-12,0,10
N#CCC(=O)N/N=C/c1cn(Cc2ccc(Cl)c(Cl)c2)c2ccccc12,100,0,-5,-1,5,19*,0.4,0,-97,1
O=C(Nc1ccccc1)/C(=C/c1ccc2c(c1)OCO2)NC(=O)c1ccco1,93,nt,-25,-1,-4,-0.6,-0.3,-4,4,-6
COc1ccccc1NC(=O)Cc1nnc(SCC(=O)NC2CCCC2)n1C,nt,-1,-6,0,2,-2.1,0.7,-1,13,-8
O=C(NC1CC1)C1=C[C@H](C2CC2)C[C@H](OCCCCO)O1,101,-3,-14,1,-4,-1.9,0.6,1,11,3
CCOC(=O)N1CCN(c2nc(-c3cccs3)cc(C(F)(F)F)n2)CC1,100,17,4,0,6,-2.5,-2.5,19,16,-2
CCOC(=O)c1sc2nc(CSc3ccccc3)[nH]c(=O)c2c1C,99,3,-8,2,0,2.3,-6.0,16,-11,-1
COc1cc(C(F)(F)F)ccc1C(=O)NCCc1ccco1,103,4,-9,4,3,-1.0,-1.9,9,5,0
CCc1c(C)sc(NC(=O)C2CC2c2ccccc2)c1C(N)=O (centres undefined),108,-20,-11,2,0,2.6,1.0,5,-13,1
Cc1nc([N+](=O)[O-])c(N2CCN(Cc3ccccc3)CC2)n1Cc1ccccc1,107,nt,5,1,-3,2.3,-0.1,0,-14,11
COCCNC(=O)c1ccc(N(C)S(=O)(=O)c2ccc(OC)c(OC)c2)cc1,nt,-1,-6,-3,0,-2.3,0.5,-2,10,-4
COc1ccc(CNC(=O)C[C@H]2C[C@H](C(=O)N3CCCCC3)[C@@]3(C)c4[nH]c5ccc(Cl)cc5c4CCN3C2=O)cc1OC,89,-4,-4,-1,-3,-2.4,2.9,1,12,-3
CCOc1ccc2nc(N/C(N)=N/C(=S)Nc3cccc(OC)c3)nc(C)c2c1,102,15,-9,1,4,-2.0,0.0,8,10,-4
N#C/C(=N\Nc1cccc(Cl)c1)C(=O)c1ccccc1,97,14,6,-7,-4,0.8,-0.7,3,-5,-6
Cc1cccc(Sc2c([N+](=O)[O-])ncn2C)c1,99,nt,0,2,0,-1.7,-0.1,16,8,-3
C=CCC[C@H](Cc1ccc(F)cc1)C(=O)OC[C@@H](C)NC(=O)[C@H](CC=C)CC(=O)N(CCO)Cc1ccccc1,95,-2,-6,2,-4,1.1,0.0,-2,-5,-3
COc1ccc(OC)c(-c2nc3ccccc3nc2-c2ccccc2)c1,nt,-1,6,4,1,1.1,1.1,12,-6,2
COc1ccccc1CN1CC(C(=O)NCCc2ncccc2C)CCC1=O (centres undefined),95,1,-3,5,-1,-1.6,1.2,30,9,-5
Cc1ccc(C)c(NS(=O)(=O)c2ccc3[nH]c(=O)oc3c2)c1,96,-9,4,1,2,-1.0,0.8,1,5,-2
Cc1cc2oc(=O)cc(C)c2c(=O)o1,91,nt,-9,2,-6,-2.6,0.7,-5,13,-3
CC(CCc1ccccc1)N1CCN(C)CC1 (centres undefined),113,-1,-7,-1,2,-3.4,1.5,50,17,-1
COc1ccc(NC(=O)C2C3C=CC(C3)C2C(=O)O)cc1 (centres undefined),88,26,2,2,-1,-2.5,-0.8,-18,12,2
COc1ccc(Nc2nc(C)cc(C)n2)cc1Cl,111,0,1,-8,-3,-0.7,0.6,8,3,4
Cc1ccc(NC(=O)c2ccc(=O)n(CC(=O)Nc3c(C)cc(C)cc3C)n2)cc1,nt,-1,3,2,-2,-2.2,0.4,-4,12,1
CCC1CCCCN1CC(=O)c1c(C)[nH]c2ccc(OC)cc12 (centres undefined),nt,-1,5,0,0,-1.8,2.0,-1,9,3
Cc1cccc2sc(N(CCCN(C)C)C(=O)CN3C(=O)c4ccccc4C3=O)nc12,107,-5,-1,1,-5,4.1,1.2,-5,-22,0
Nc1ccc(CC2SC(=O)NC2=O)cc1 (centres undefined),100,2,-8,-2,-3,-3.3,0.5,0,16,-5
Cc1ccc(C2=NOC(=O)/C2=C\c2ccc(C)o2)cc1,106,-2,-11,5,-8,-2.2,2.0,7,11,11
O=S(=O)(c1ccc(Cl)c(NC(=S)N/N=C/c2ccc(O)cc2)c1)N1CCOCC1,94,nt,-3,1,-1,4.0,0.2,12,-24,0
